dFosB act: activators of mouse delta FosB homodimer; P13346; activation, % at 25 µM; AID 493131; hit rate 0.99% among 340,000; purified delta FosB, TAMRA-CDK5 oligo fluorescence polarization; percent of positive-control signal above neutral wells;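 active means mean activation above about 17%, with every replicate also reaching it, limit read from the data, passing the limit was not always enough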;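 further: fluorescence polarization rise as delta FosB binds a TAMRA Cdk5 AP-1 oligo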
Target sequence (P13346 whole entry, looked up): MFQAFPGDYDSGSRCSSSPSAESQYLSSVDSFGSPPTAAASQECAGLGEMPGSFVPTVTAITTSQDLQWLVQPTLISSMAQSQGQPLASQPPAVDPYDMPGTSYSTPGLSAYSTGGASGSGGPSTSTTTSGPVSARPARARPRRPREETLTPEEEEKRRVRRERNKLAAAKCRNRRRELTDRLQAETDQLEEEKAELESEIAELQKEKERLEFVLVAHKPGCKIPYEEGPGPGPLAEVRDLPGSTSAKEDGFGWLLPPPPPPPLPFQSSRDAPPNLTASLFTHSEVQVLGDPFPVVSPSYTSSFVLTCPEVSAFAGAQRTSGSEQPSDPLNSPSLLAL
Mot1-301 SUMO: blocks SUMOylation pathway, rescuing yeast Mot1-301 growth; S. cerevisiae Mot1-301 growth rescue, ATP luminescence, 38.5C; percent above DMSO median, 100 means doubled; growth rescue, % at 18.8 µM; hit rate 1% among 320,000; AID 2716;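 active means every valid replicate shows activation above 250% relative to neutral control wells; inactive means the rest, any valid replicate at or below 250%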;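 further: OY570 slx delta 5 strain wells were the positive control but not used for scaling; some compounds called inactive have numbers as strong as hits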
SR-BI DiI-HDL act: enhances SR-BI lipid uptake from DiI-HDL; CHO ldlA[mSR-BI] cells, DiI-HDL uptake fluorescence, 3 h; 100 = double the neutral-control signal; activation, % at 12.5 µM; hit rate 0.096% among 320,000; AID 504775;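 active means mean replicate activation of at least 60% and every replicate at or above 60%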;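 further: 0% = median plate neutral-control signal and 100% = twice that signal; values of inactives mirror those of a sister screen read the other way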
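system = CHO ldlA[mSR-BI] cells, LDL receptor-null, SR-BI overexpressing | medium = Ham's F12 with 0.5% BSA, HEPES 25 mM, pH 7.4 | probe or stimulus = DiI-HDL 10 µg/mL | compound dosing = single-point compound dose | incubation = compound exposure 3 h, 37 °C | technique = DiI fluorescence, bottom read | read-out = cell-associated DiI fluorescence as measure of HDL uptake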
SR-BI HDL uptake: mouse SR-BI HDL lipid transfer inhibition. ldlA[mSR-BI] CHO cells, DiI-HDL uptake fluorescence, 3 h. inhibition, % at 12.5 µM. hit rate 0.96% among 320,000. AID 488896;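 active means mean replicate inhibition of at least 70% and a set share of replicates each scoring 70 or more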;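 further: 0% = median of neutral control wells and 100% = median of positive control wells; values of inactives mirror those of a sister screen read the other way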
PKA-R2B activ: activates the human PKA-R2B holoenzyme complex; activation, % at 11.4 µM; hit rate 0.079% among 340,000; P22694+P31323; PKA-R2B holoenzyme dissociation, Cy5-IP20 fluorescence polarization; R2B truncated from residue 108, S112A mutant; 0% DMSO only, 100% 113 µM cGMP;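 active means activation above a cutoff set at the mean over all compounds plus 3 SD, cut at about 18% in these data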;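 further: higher means more holoenzyme dissociation and a rise in polarization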
Arr AP2 block: human beta-arrestin and AP2 interaction inhibition; FITC-arrestin peptide / GST-AP2 beads, flow cytometry; AP2 beta2 appendage carries R879A mutation; inhibition, % at 10 µM; hit rate 0.31% among 340,000;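 active means inhibition above a set limit, near 3 SD of compounds lacking own fluorescence, cut at about 54% in these data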;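 further: plate controls were DMSO wells for no effect and 5 µM unlabelled arrestin peptide for full effect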
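test system = AP2 appendage R879A on GSH beads | buffer or medium = PBS plus Tween 20 (0.05%) and BSA (0.1%) | incubation = 12 min plus 1 h, RT | detection = bead flow cytometry, FITC channel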
CDK5 inh: blocks human CDK5/p35 kinase activity; AID 488839; hit rate 0.01% among 330,000; Q00535+Q15078; inhibition, % at 10 µM; Recombinant CDK5/p35, ADP-Glo luminescence, 60 min;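 active means highest replicate inhibition of at least 50% and at least 75% of replicates reaching 50%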;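 further: plate controls were DMSO neutral control for no effect and GW8510 at 10 µM for full effect; many of its hits are not listed in these tables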
Target sequence (Q00535 whole entry, looked up): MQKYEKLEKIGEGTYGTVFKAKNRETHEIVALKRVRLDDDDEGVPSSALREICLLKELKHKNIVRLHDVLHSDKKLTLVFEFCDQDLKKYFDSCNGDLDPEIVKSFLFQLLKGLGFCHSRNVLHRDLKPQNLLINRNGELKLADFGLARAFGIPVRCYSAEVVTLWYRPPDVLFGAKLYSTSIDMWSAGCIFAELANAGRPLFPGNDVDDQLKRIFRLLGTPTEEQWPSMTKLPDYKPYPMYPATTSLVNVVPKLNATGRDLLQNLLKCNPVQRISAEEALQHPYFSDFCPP
Target sequence (Q15078 whole entry, looked up): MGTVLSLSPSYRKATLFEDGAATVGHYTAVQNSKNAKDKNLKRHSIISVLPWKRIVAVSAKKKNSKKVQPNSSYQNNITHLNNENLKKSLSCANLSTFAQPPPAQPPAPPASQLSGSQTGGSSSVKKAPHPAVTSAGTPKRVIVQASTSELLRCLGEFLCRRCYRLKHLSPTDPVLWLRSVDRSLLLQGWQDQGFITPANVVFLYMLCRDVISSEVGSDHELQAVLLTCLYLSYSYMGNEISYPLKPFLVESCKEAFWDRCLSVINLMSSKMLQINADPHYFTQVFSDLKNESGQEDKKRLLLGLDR
DSG3 Ab inh: human desmoglein-3 autoantibody binding inhibition | P32926 | DSG3-coupled beads, scFv-anti-DSG3-GFP binding, flow cytometry; active compounds read low | binding (percent of control), % at 10 µM | hit rate 0.48% among 310,000;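 active means binding more than 3 SD below its plate's average and above zero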;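 further: hits lower antibody fragment binding to DSG3; some compounds called inactive have numbers as strong as hits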
MITF act: increases MITF-driven TRPM1 promoter luciferase signal | activation, % at 12.5 µM | SK-MEL-5 TRPM1-promoter luciferase, 24 h; % of positive control, neutral wells = 0 | AID 588334 | hit rate 0.75% among 300,000;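 active means mean activation of at least 80% with every replicate also reaching 80%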;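 further: 0% = neutral control wells and 100% = parthenolide positive control wells; values of inactives mirror those of a sister screen read the other way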
NSD2 HMT inh: inhibitors of human histone methyltransferase NSD2. inhibition, % at 12.5 µM. NSD2 peptide methylation, AlphaScreen, 120 min. hit rate 0.54% among 310,000. AID 743445. O96028; in the data active means inhibition above about 50%
PKA-R1A activ: activates the PKA-R1A holoenzyme complex; PKA-R1A dissociation, Cy5-IP20 fluorescence polarization; scaled: DMSO 0%, 113 µM cGMP 100%; activation, % at 11.4 µM; hit rate 0.083% among 340,000;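 active means percent activation above the mean of all tested compounds plus 3 SD, cut at about 19% in these data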;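 further: higher means more PKAc released from R1A so a rise in polarization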
An asterisk follows results filed as active; / = not tested or not shown.

SMILES	dFosB act	Mot1-301 SUMO	SR-BI DiI-HDL act	SR-BI HDL uptake	PKA-R2B activ	Arr AP2 block	CDK5 inh	DSG3 Ab inh	MITF act	NSD2 HMT inh	PKA-R1A activ
O=C1/C(=C/c2ccncc2)SC(=S)N1N1CCOCC1	-2	95	20	-20	-7	16	0.1	116	/	-5	2
O=C(c1ccc(NS(=O)(=O)c2ccc3[nH]c(=O)[nH]c3c2)cc1)N1CCCCC1	-6	10	-13	13	-5	-4	-0.3	103	3	-1	-22
O=C(CC(=O)Nc1cccnc1)Nc1cccnc1	7	-42	5	-5	3	27	-0.8	99	-11	-2	-5
N#Cc1c(Nc2ccccc2)s[nH]c1=O	6	1	-4	4	1	-11	1.3	106	/	3	-14
O=C(Nc1ccc(S(=O)(=O)Nc2cnc3ccccc3n2)cc1)c1ccc(Br)o1	-9	-7	23	-23	5	23	-2.4	/	/	4	-2
CC(C)CNC(=O)COC(=O)CCC(=O)c1ccc(F)cc1	-4	83	9	-9	13	7	0.8	96	/	0	1
COc1cc(C2NC(=S)NC3=C2CCc2ccccc23)cc(OC)c1OC (stereo not drawn)	-2	-6	-28	28	10	-21	1.1	105	1	1	3
Fc1ccc(Oc2cnc3ccccc3n2)cc1	4	8	10	-10	-9	6	-0.4	93	22	-5	4
O=C(CSc1nnc(CNC(=O)c2c(F)cccc2F)o1)NCCc1ccccc1	0	-15	5	-5	-7	-1	1.3	/	-16	2	12
Cc1cc(OCC(=O)NCCc2cccc(F)c2)c2c(C)cc(=O)oc2c1	-3	18	7	-7	-9	-2	0.7	-3	-1	-9	-10
Cc1cc(C)c(C)c(S(=O)(=O)N(C)C2CCN(C)CC2)c1C	0	-1	7	-7	-2	41	1.8	94	-7	8	7
Nc1c(C(=O)c2cccs2)oc2ccccc12	-1	-7	11	-11	12	3	-1.0	102	/	-2	-2
Cc1ccccc1CN1[C@@H](C(C)C)COCCS1(=O)=O	1	-4	-17	17	-10	4	-4.0	100	-5	/	4
CCNC(=S)N1CCN(S(=O)(=O)c2ccc(C)cc2)CC1	0	11	1	-1	4	-10	-0.9	112	-4	-2	-10
CCOc1ccc(-c2c(C(=O)N/N=C/c3ccc(Cl)cc3)nnn2-c2nonc2N)cc1	45*	191	-55	55	-7	-7	/	94	18	-1	-12
COc1cc(C(=O)NCCc2ccc(F)cc2)c([N+](=O)[O-])cc1OC	0	-4	-6	6	1	25	1.3	103	6	-2	1
CC1CN(C(=O)c2ccc(S(=O)(=O)Nc3ccccc3Cl)cc2)CC(C)O1 (stereo not drawn)	-8	72	-5	5	7	25	0.0	107	7	-1	-7
O=C(COc1ccccc1)Nc1ccncc1Cl	5	10	/	12	-7	-8	0.1	105	66	-2	-9
COC(=O)[C@@]1(C)[C@H]2C(=O)N(Cc3ccccc3)C(=O)[C@H]2[C@H]2CN=C(SCc3ccc(C)cc3)N21	-12	/	5	-5	-1	11	-1.3	95	-1	/	-6
Cc1cccn2c(=O)c3cc(C(=O)N(C)C)n(C)c3nc12	-2	7	30	-30	-2	15	-0.4	106	25	-7	0
O=C(CCl)N1CCN(S(=O)(=O)c2ccc3ccccc3c2)CC1	-9	-9	11	-11	2	3	0.6	102	-22	/	0
COc1cc(/C=C2\C(=O)ON=C2c2ccccc2)cc(OC)c1OC	-7	1	/	-8	-5	14	1.1	110	-2	5	10
CC(=O)c1ccc(OCCCC(=O)NCCc2ccc(C(F)(F)F)cc2)cc1	-6	8	/	/	-9	-7	1.9	97	-12	-1	-9
O=S(=O)(Nc1ccc(-c2ccccc2)cc1)c1ccccc1	-6	/	15	-15	-6	4	0.5	110	3	0	-7
O=C(CC1C(=O)NCCN1Cc1c(F)cccc1Cl)NCCCOc1cccnc1 (stereo not drawn)	-6	-7	7	-7	-14	3	-1.6	109	1	0	-9
O=C(NC12CC3CC(CC(C3)C1)C2)c1ccc(=O)oc1	-7	1	7	-7	-6	25	-1.8	109	-13	-1	11
Cc1cccc(NC(=O)COc2ccc(Br)cc2C)n1	-2	/	4	-4	2	22	-0.6	108	198*	-3	-4
O=C(NC1CC2CCCC(C1)N2Cc1ccccc1)c1ccc([N+](=O)[O-])cc1 (stereo not drawn)	-3	9	/	/	4	0	0.6	111	-7	0	-8
Nc1nccc(-c2cccs2)n1	6	94	7	-7	-5	0	-0.9	/	-2	-4	-9
CN(C)S(=O)(=O)c1cccc(NC(=O)COC(=O)/C=C/c2ccc(Br)o2)c1	-10	2	/	/	-11	-1	-0.3	96	-1	-1	-5
CNC(=S)NNc1nc(C)cc(C)n1	2	-5	8	-8	-13	0	-0.6	101	-1	-1	0
Cc1nnc(SCC(=O)NC2CCCCCC2)n1N	-2	5	-2	2	-9	-5	-4.4	106	2	-1	5
Cc1ccccc1C(=O)NC1CCN(C(=O)Nc2ccc(F)cc2)CC1	-2	8	5	-5	-3	-18	1.8	99	-5	/	-8
c1ccc2occc2c1	-10	/	1	-1	-3	3	1.0	102	-5	/	10
CCC(=O)NCCc1nc2ccccc2n1Cc1ccc(C)cc1	-6	-1	45	-45	2	-1	-2.3	104	-8	0	4
COc1ccccc1N(CC(=O)NCCSCc1cccc(C)c1)S(=O)(=O)c1ccccc1	-12	6	-12	12	-7	-1	0.1	103	-11	5	-6
O=C(C1CC1)N1CCc2cc(Br)cc(S(=O)(=O)NCCCN3CCCCC3)c21	-7	5	-9	9	2	-1	1.9	100	-1	0	-1
Cc1csc2nc(O)c(C(=O)NCCN3CCOCC3)c(=O)n12	0	26	22	-22	-11	3	0.7	125	13	-1	-6
Cc1ccc(Sc2c(C)nn(C(=O)c3cccc(S(=O)(=O)N4CCOCC4)c3)c2C)cc1	-11	1	-4	4	6	1	0.0	106	7	0	3
O=S(=O)(c1ccc(NC(=S)N2CCN(c3ccccc3F)CC2)cc1)N1CCOCC1	-7	6	14	-14	-7	18	-0.5	95	-9	-1	-3
CCOC(=O)COc1nc(-c2ccccc2)cc(-c2ccco2)c1C#N	-16	3	-9	9	-3	15	0.4	/	/	-2	-7
COc1ccc(CCNC(=O)CC(NC(=O)c2ccccc2Cl)c2ccccc2)cc1 (stereo not drawn)	2	6	27	-27	-1	-7	-0.3	112	-4	-6	-5
CCCCOc1ccc(C(=O)Oc2cccnc2)cc1	-3	-6	13	-13	1	-1	1.0	101	12	3	1
Cc1cc(F)c(F)c(C(=O)N2CCOCC2)c1Cl	1	3	4	-4	-10	-6	1.7	92	9	-5	8
CCc1nc(Nc2cccc(O)c2)c2oc3ccccc3c2n1	5	-24	-33	33	5	-3	-1.2	93	9	1	-4
CCc1ccccc1NNC(=O)CCc1ccccc1	3	215	-1	1	1	-2	-0.5	/	/	-3	-1
O=C(C1CCN(C2CC(=O)N(c3cccc(Cl)c3)C2=O)CC1)N1CCCC1 (stereo not drawn)	-5	417*	3	-3	-8	-1	-1.1	/	-7	0	-3
CCCn1nc(NS(=O)(=O)c2cccc3nonc23)c2cc3cccc(C)c3nc21	-10	10	9	-9	9	28	-1.1	106	-7	28	1
Cc1ccc2c(c1)c1c(n2CC2COC(C)(C)O2)C(=O)CCC1 (stereo not drawn)	2	-10	-27	27	9	4	-1.1	100	/	6	1
CN(c1cccc(Cl)c1)S(=O)(=O)c1cccc(C(=O)NCc2ccncc2)c1	-6	22	-1	1	-7	5	-1.0	99	-7	0	1
COc1ccc(C(=O)N2CCCCC2)cc1S(=O)(=O)Nc1cccc(C(=O)O)c1	0	6	15	-15	-7	12	2.3	106	-8	-5	-6
Cc1ccc(OCCC(=O)OCC(=O)NC2CCCC2)cc1	2	2	12	-12	-13	7	-0.7	103	-6	-4	-16
Cc1c(C(=O)O)oc2ccc(S(=O)(=O)NC3CCCCCCC3)cc12	-8	-19	43	-43	9	9	-0.7	108	-6	2	12

Single records, from the list above.
`Cc1c(C(=O)O)oc2ccc(S(=O)(=O)NC3CCCCCCC3)cc12` is listed with dFosB act = -8; Mot1-301 SUMO = -19; SR-BI DiI-HDL act = 43; SR-BI HDL uptake = -43; PKA-R2B activ = 9; Arr AP2 block = 9; CDK5 inh = -0.7; DSG3 Ab inh = 108; MITF act = -6; NSD2 HMT inh = 2; PKA-R1A activ = 12
`c1ccc2occc2c1` is listed with dFosB act = -10; Mot1-301 SUMO = /; SR-BI DiI-HDL act = 1; SR-BI HDL uptake = -1; PKA-R2B activ = -3; Arr AP2 block = 3; CDK5 inh = 1.0; DSG3 Ab inh = 102; MITF act = -5; NSD2 HMT inh = /; PKA-R1A activ = 10

In the list so far, these contain a Cl atom.
SMILES	dFosB act	Mot1-301 SUMO	SR-BI DiI-HDL act	SR-BI HDL uptake	PKA-R2B activ	Arr AP2 block	CDK5 inh	DSG3 Ab inh	MITF act	NSD2 HMT inh	PKA-R1A activ
CCOc1ccc(-c2c(C(=O)N/N=C/c3ccc(Cl)cc3)nnn2-c2nonc2N)cc1	45*	191	-55	55	-7	-7	/	94	18	-1	-12
CC1CN(C(=O)c2ccc(S(=O)(=O)Nc3ccccc3Cl)cc2)CC(C)O1 (stereo not drawn)	-8	72	-5	5	7	25	0.0	107	7	-1	-7
O=C(COc1ccccc1)Nc1ccncc1Cl	5	10	/	12	-7	-8	0.1	105	66	-2	-9
O=C(CCl)N1CCN(S(=O)(=O)c2ccc3ccccc3c2)CC1	-9	-9	11	-11	2	3	0.6	102	-22	/	0
O=C(CC1C(=O)NCCN1Cc1c(F)cccc1Cl)NCCCOc1cccnc1 (stereo not drawn)	-6	-7	7	-7	-14	3	-1.6	109	1	0	-9
COc1ccc(CCNC(=O)CC(NC(=O)c2ccccc2Cl)c2ccccc2)cc1 (stereo not drawn)	2	6	27	-27	-1	-7	-0.3	112	-4	-6	-5
Cc1cc(F)c(F)c(C(=O)N2CCOCC2)c1Cl	1	3	4	-4	-10	-6	1.7	92	9	-5	8
O=C(C1CCN(C2CC(=O)N(c3cccc(Cl)c3)C2=O)CC1)N1CCCC1 (stereo not drawn)	-5	417*	3	-3	-8	-1	-1.1	/	-7	0	-3
CN(c1cccc(Cl)c1)S(=O)(=O)c1cccc(C(=O)NCc2ccncc2)c1	-6	22	-1	1	-7	5	-1.0	99	-7	0	1
